# PTAP TSG101 blk – blocks PTAP/TSG101 interaction to inhibit HIV-1 budding | AID 493005 | Q99816 | Fluorescence polarization, FITC-PTAP peptide / Tsg101 binding | 340,000 tested, under 10 active | Potency, µM (doses to about 115 µM), for the others: at the highest dose activity change, negative = inhibition, most hits filed as inhibitors; active = well fitted inhibition curve with a large enough effect in the main read-out, with a control signal flat, not every such curve was filed as active; inconclusive = small, poorly fitted or top-dose-only effect, or effect the other way, or a change in a side signal; inactive = no such curve, though single readings can be large or run the other way; also: potency is read from the fitted curve at half-maximal effect; % of control where 0% means no effect
# Target sequence (Q99816 whole entry, looked up): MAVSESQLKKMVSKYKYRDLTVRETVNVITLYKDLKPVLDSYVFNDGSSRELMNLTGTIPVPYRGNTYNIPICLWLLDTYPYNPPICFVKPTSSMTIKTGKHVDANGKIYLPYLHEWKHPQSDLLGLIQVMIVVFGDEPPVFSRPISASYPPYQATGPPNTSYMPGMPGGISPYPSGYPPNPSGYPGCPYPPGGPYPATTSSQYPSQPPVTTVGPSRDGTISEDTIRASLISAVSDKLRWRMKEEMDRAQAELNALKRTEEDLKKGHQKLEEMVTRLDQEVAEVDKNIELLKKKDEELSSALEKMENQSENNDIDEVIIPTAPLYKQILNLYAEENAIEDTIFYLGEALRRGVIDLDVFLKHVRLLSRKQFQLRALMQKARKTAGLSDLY
#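 Compounds were pin-transferred onto Tsg101 binding domain (10 uM final) in HEPES pH 7.5 buffer, then FITC-PTAP peptide was added at 50 nM final. After 20 min at RT, polarization reported peptide displacement across a qHTS concentration series.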
# p53 reactivation – mutant p53 re-activation in reporter cells. Potency, µM (series often up to 92.2 µM), for the others: at the top dose activity change, positive = activation, usual class: activators. H1299 p53-A138V BP100-luciferase reporter, luminescence, 24 h. 0.063% of 320,000 active. AID 504706; also: potency is read from the fitted curve at half-maximal effect; % of control where 0% means no effect; nearly all actives have a fitted effect of over 45% in size
#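 p53-null H1299 cells stably carrying temperature-sensitive p53-A138V and a BP100-luciferase reporter were pinned with compounds (4-point, 1:5 series) and held 24 hrs at 37 deg C. Luminescence was read 10 min after detection reagent.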
# BRCA1 expr up – increases BRCA1 expression. 1.1% of 380,000 active. AID 624202. Potency, µM (doses to about 46.1 µM), for the others: top-dose activation, hits mostly activators. MCF7-BRCA1-FFLuc reporter, luminescence, 48 h; response scale: scaled: vehicle 0%, 10 µM genistein 100%; also: potency is read from the fitted curve at half-maximal effect; nearly all actives have a fitted effect of over 80% in size; some results filed as inactive show a strong effect at the top dose
#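 Compounds are tested at multiple concentrations on MCF7 BRCA1-luciferase reporter cells seeded at 2000 per well; after 48 h, a single luminescence end-point is taken and curves fitted to the normalized data.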
# TCR activator – T cell receptor activation | primary human leukocytes, anti-CD3, IL-2 HTRF, 48 h | Potency, µM (series often up to 9.22 µM), inactives show top-dose activation of IL-2 secretion, most hits filed as activators | 330,000 tested, under 10 active; also: % of control where 0% means no effect
#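 IL-2 release read by HTRF sandwich (Eu cryptate donor, d2 acceptor, 665 nm emission) after 48 hr exposure of primary human leukocytes to compound together with anti-CD3 beads in the absence of co-stimulatory signals.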
# CXXC DNA block – inhibitors of human MLL CXXC domain-DNA interaction. Q03164. AID 2662. 0.037% of 290,000 active. Potency, µM (highest dose often 115 µM), for the others: at the top dose activity change, negative = inhibition, usual class: inhibitors. MLL-CXXC / FITC-HOXA9 DNA fluorescence polarization; active = well fitted inhibition curve with a large enough effect in the polarisation, with a control signal flat, not every such curve was filed as active; inconclusive = small, poorly fitted or top-dose-only effect, or effect the other way, or a change in a side signal; inactive = no such curve, though single readings can be large or run the other way; the % refers to the polarisation; also: potency is read from the fitted curve at half-maximal effect
#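 Steps: dispense CXXC domain solution (7 uM) → pin compounds or unlabeled HOX-A9 DNA control → 5 min ambient → add FLSN-HOX-A9 solution (50 nM) → spin → 30 min ambient → fluorescence polarization. Tris pH 7.5/NaCl/DTT/BSA buffer.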
# B2AR arrestin – beta2AR (human) beta-arrestin recruitment activity. P07550. beta-arrestin recruitment to beta2AR, cell-based reporter. Potency, µM (series often up to 46.1 µM), for inactives: top-dose activation, most hits filed as activators. 0.02% of 330,000 active;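 also: potency is read from the fitted curve at half-maximal effect; 0% = DMSO controls and full agonism = EC100 isoproterenol or metaproterenol; nearly all actives have a fitted effect of over 65% in size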
# Target sequence (P07550 whole entry, looked up): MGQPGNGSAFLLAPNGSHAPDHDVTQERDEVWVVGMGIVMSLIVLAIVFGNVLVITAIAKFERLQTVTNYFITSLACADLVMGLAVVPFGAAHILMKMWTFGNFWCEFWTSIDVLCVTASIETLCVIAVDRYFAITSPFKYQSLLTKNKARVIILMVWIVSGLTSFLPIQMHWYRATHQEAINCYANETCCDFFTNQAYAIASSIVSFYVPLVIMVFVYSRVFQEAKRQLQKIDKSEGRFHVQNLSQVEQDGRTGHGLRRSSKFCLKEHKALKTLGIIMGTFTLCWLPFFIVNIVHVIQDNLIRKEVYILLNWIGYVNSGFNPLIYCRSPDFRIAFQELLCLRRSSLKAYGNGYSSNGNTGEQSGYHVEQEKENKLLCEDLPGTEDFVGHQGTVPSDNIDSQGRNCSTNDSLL
# A-T KAP1 phos – candidate therapy for ataxia-telangiectasia. […] A-T fibroblasts, KAP-1 phosphorylation AlphaLISA; neocarzinostatin DNA damage 30 min before lysis. Potency, µM (series often up to 57.5 µM), inactives show at the top dose activation, actives largely listed as activators. 0.19% of 320,000 active. AID 485349; also: potency is read from the fitted curve at half-maximal effect; % of control where 0% means no effect; nearly all actives have a fitted effect of over 45% in size
#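 ATM-like activity read as KAP-1 phosphorylation via AlphaLISA donor/acceptor antibody pairs after lysis and 6 hr at 25C. Cells were ATM-null patient fibroblasts ([…], hTERT), dosed 60 min, then exposed to the DSB inducer NCS for 30 min.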
# TRPV1 agonist – human TRPV1 agonism; 0.19% of 320,000 active; TRPV1-expressing cells, Fluo-8 calcium influx, agonist mode; activation, % at 8.33 µM; Q8NER1; in the data active = activation above about 80%; inconclusive = between about 30% and that limit; also: 0% is about no effect
#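 Cells expressing TRPV1 were dye-loaded with Fluo-8 and read kinetically: 10 s baseline, 3 min after compound (agonist portion), then 2 min after EC20 capsaicin (allosteric enhancer portion). Calcium-bound dye fluorescence at 480/520 nm.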
# ELG1 repair inh – inhibitors of ELG1-dependent DNA repair in HEK293T cells. 2.3% of 330,000 active. Potency, µM (highest dose often 46.1 µM), without a hit: at the top dose activity change, negative = inhibition, actives largely listed as inhibitors. HEK293T ELG1-luciferase reporter, luminescence, 16 h; DNA damage induced by 5-fluorouridine. AID 504467; also: potency is read from the fitted curve at half-maximal effect; % is scaled to controls: 0 for no effect and ±100 for the full control effect; nearly all actives have a fitted effect of over 55% in size
#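 HEK293T cells expressing luciferase-tagged ELG1 (2,000/well) received 5-Fluorouridine plus compound or DMSO for 16 hr at 37 °C. Luciferase was read by ONE-Glo luminescence after 30 min at room temperature.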
# a7 integrin act – activates integrin-mediated alleviation for muscular dystrophy | Potency, µM (doses to about 38.3 µM), for inactives: at the top dose activation, actives largely listed as activators | 0.064% of 350,000 active | alpha7betagal myoblasts, beta-gal FDG fluorescence, 48 h;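 also: potency is read from the fitted curve at half-maximal effect; 100% = response of the positive control SU9516; nearly all actives have a fitted effect of over 60% in size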
#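 Alpha7betagal+/- myoblasts (passage 13) were plated 16-24 hr, then exposed to compounds (1:260 dilution of DMSO stock) for 48 hours at 37C. After MPER lysis, β-galactosidase reporter activity was read as FDG fluorescence (ex 480/em 540) after 30 minutes.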
# An asterisk follows results filed as active; u = inconclusive; x = no result given; [ ] = another dose, or the depositor's remark. Unless noted, calls follow the shape of the dose curve; as a rule, active = well fitted curve in the direction sought with a large enough effect; inconclusive = small, poorly fitted or top-dose-only effect, or another doubt; inactive = no such curve, though single readings can be large; an effect the other way counts as inactive or inconclusive.
SMILES,PTAP TSG101 blk,p53 reactivation,BRCA1 expr up,TCR activator,CXXC DNA block,B2AR arrestin,A-T KAP1 phos,TRPV1 agonist,ELG1 repair inh,a7 integrin act
Cc1ccc(C)c(Oc2ncnc(N)c2[N+](=O)[O-])c1,2%,-4%,1%,-1%[46.1 µM],16%,-0.1%,-2%,1,u,-8%
C=CCn1c(SCC(=O)c2ccccc2)nnc1-c1ccc2c(c1)OCO2,-2%,17%,-5%,-2%,13%,0.0%,7%,4,7%,-7%
CC1CCN(CC(=O)Nc2ccc(S(=O)(=O)NC3CC3)cc2)CC1,-1%,-1%,2%,-1%,-1%,-0.2%,1%,6,2%,-9%
COc1ccc(C(=O)NC(=S)Nc2ccc(S(=O)(=O)Nc3cc(OC)nc(OC)n3)cc2)cc1,-10%,-1%,1%,2%,-9%,-0.1%,-3%,3,0%,0%
COc1ccc(/C=N/NC(=O)c2ccc3nc[nH]c3c2)c(OC)c1,3%,2%,13%,1%,-2%,-0.4%,1%,1,6%,-5%
NNC(=O)CSCc1ccc(Cl)cc1Cl,-3%,-2%,-23%,-4%,-1%,-0.1%,7%,5,6%,-1%
CC(C)CNC(=O)c1cnn2c(C(F)(F)F)cc(C(F)(F)F)nc12,-2%,1%,-22%,11%,3%,-0.1%,-2%,12,-11%,-24%
CCOc1ccccc1C1NC(=O)NC(C)=C1C(=O)OCc1ccccc1 (configuration not stated),-2%,x,0%,x,-5%,-0.5%,-7%,-5,-18%,0%
O=c1sc2ccccc2c(N2CCOCC2)c1[N+](=O)[O-],1%,x,-2%,x,-1%,-0.1%,-1%,5,2%,11%
COc1ccc(CNC(=O)CCC(=O)N2CCN(C(C)=O)CC2)cc1,-11%,5%,-1%,-43%,28%,0.0%,0%,5,0%,1%
O=C(O)CCCn1cc(NC(=O)COc2ccccc2F)cn1,2%,-3%,13%,1%,u,-0.2%,21%,-8,23%,-2%
O=C(CN1CCN(c2ccc(F)cc2)CC1)Nc1nnc(-c2ccccc2)s1,-1%,-8%,16%,7%,-7%,-0.1%,3%,-4,0%,23%
CCCCOn1c(C)c(C(=O)OCC)c2c3no[n+]([O-])c3ccc21,-4%,-4%,-1%,-17%,-1%,3.5%,7%,x,u,-31%[inhibitor]
CC(OC(=O)Cc1ccccc1[N+](=O)[O-])C(=O)Nc1ccc(Cl)cn1 (configuration not stated),-7%,1%,4%,-1%,x,u,4%,u,2%,-12%
COc1ccc(CCNC(=O)CCS(=O)(=O)c2ccc3c(c2)CCN3C(C)=O)cc1OC,-9%,-6%,25%,5%,-11%,0.2%,1%,2,-6%,5%
COc1ccc(C2C(C#N)=C(N)Oc3c2oc(CO)cc3=O)cc1 (configuration not stated),0%,1%,35%,6%,10%,-0.2%,-5%,0,3%,u
CCOc1ccc(N(C)S(=O)(=O)c2csc(C(N)=O)c2)cc1,-6%,-7%,-24%,-8%,9%,-0.8%,3%,-3,-14%,0%
Cc1ccc(SCCN2CCN(CC(C)C)CCC2=O)cc1,x,14%,64%,-5%,-9%,-0.6%,-18%,u,u,-12%
NC(=O)C1CCN(C(=O)CCSc2ccc(Cl)cc2)CC1,-1%,0%,19%,3%,-4%,0.1%,-1%,13,u,0%
CC1(C)CC(=O)C=C(c2cccc3c2oc2ccccc23)C1,-3%,x,13%,15%,x,x,x,x,x,7%
CN(C)S(=O)(=O)c1cccc(NC(=S)N/N=C/c2ccc(O)c(O)c2O)c1,0%,-7%,-31%,0%,-16%,0.1%,-5%,1,16µM*,-39%
COc1cc(/C=N/NC(=O)c2ccncc2)ccc1Oc1ccc([N+](=O)[O-])cn1,-5%,-5%,-9%,-1%,-6%,0.1%,-3%,22,u,3%
CN(C)c1ccc(/C=N\S(=O)(=O)c2ccccc2)cc1,3%,-4%,-5%,-3%[46.1 µM],1%,-0.3%,0%,-2,0%,12%
Cc1onc(-c2c(Cl)cccc2Cl)c1NC(=O)NNc1ccccc1,-2%,-3%,-11%,3%,1%,-0.3%,3%,1,u,0%
CN(C)S(=O)(=O)c1ccc(C(=O)N2CCN=C2SCc2ccccc2)cc1,-3%,-5%,-7%,-2%,7%,0.3%,3%,8,-6%,1%

# Molecules above that have a Cl atom (4):
SMILES,PTAP TSG101 blk,p53 reactivation,BRCA1 expr up,TCR activator,CXXC DNA block,B2AR arrestin,A-T KAP1 phos,TRPV1 agonist,ELG1 repair inh,a7 integrin act
NNC(=O)CSCc1ccc(Cl)cc1Cl,-3%,-2%,-23%,-4%,-1%,-0.1%,7%,5,6%,-1%
CC(OC(=O)Cc1ccccc1[N+](=O)[O-])C(=O)Nc1ccc(Cl)cn1 (configuration not stated),-7%,1%,4%,-1%,x,u,4%,u,2%,-12%
NC(=O)C1CCN(C(=O)CCSc2ccc(Cl)cc2)CC1,-1%,0%,19%,3%,-4%,0.1%,-1%,13,u,0%
Cc1onc(-c2c(Cl)cccc2Cl)c1NC(=O)NNc1ccccc1,-2%,-3%,-11%,3%,1%,-0.3%,3%,1,u,0%

# The list goes on.
SMILES,PTAP TSG101 blk,p53 reactivation,BRCA1 expr up,TCR activator,CXXC DNA block,B2AR arrestin,A-T KAP1 phos,TRPV1 agonist,ELG1 repair inh,a7 integrin act
CC(C)c1cc(C(F)(F)F)n2nc(C(=O)O)cc2n1,-10%,-4%,-9%,-2%,8%,-0.1%,-1%,0,-17%,3%
O=C(c1ccco1)N1CCN(c2ncnc3scc(-c4ccc(F)cc4)c23)CC1,-8%,-2%,0%,-2%[46.1 µM],-2%,5.3%,x,-3,-18%,-4%
C=CCN1C(=O)C(C)S/C1=N\S(=O)(=O)c1ccc(Cl)cc1 (configuration not stated),0%,13%,0%,1%[46.1 µM],3%,11%,5%,-3,21%,19%
N#C/C(=C\c1cn(-c2ccccc2)nc1-c1cc2ccccc2o1)c1nc2ccccc2[nH]1,3%,u,55%,2%[46.1 µM],10%,-0.4%,14%,19,u,21%
Cc1ccc(S(=O)(=O)O/N=C2/CCCc3occc32)cc1,-3%,1%,-8%,1%,21%,-0.2%,-10%,-1,14%,12%
CCOC(=O)C1=C(N)Oc2cc(O)ccc2C1c1cccc([N+](=O)[O-])c1 (configuration not stated),0%,-6%,-88%,-18%,-2%,-0.4%,-2%,8,-13%,-18%
Cc1ccc(/C=N/NC(=O)CSc2nc3ccccc3c(=O)n2-c2ccccc2C)s1,0%,-13%,-49%,0%[46.1 µM],-1%,4.6%,0%,19,u,-27%
COc1cc2[nH]c(=O)n(Cc3ccc(C(=O)NC4CCCC4)cc3)c(=O)c2cc1OC,-2%,1%,0%,0%,5%,0.1%,5%,0,15%,23%
O=C(CC(c1ccccc1)c1cc(Br)ccc1O)N1CCCC1 (configuration not stated),-6%,-3%,2%,-7%,-7%,6.3%,7%,13,-5%,1%
Nn1c(C2COc3ccccc3O2)n[nH]c1=S (configuration not stated),1%,8%,13%,4%,1%,4.2%,-4%,x,u,-6%
CC(C)NC(=O)CC(=O)N/N=C\c1ccccc1C(=O)O,-3%,0%,8%,2%,-28%,-0.1%,-6%,0,-9%,-15%

# Record cards, as listed above.
# COc1cc2[nH]c(=O)n(Cc3ccc(C(=O)NC4CCCC4)cc3)c(=O)c2cc1OC is entered as PTAP TSG101 blk = -2%; p53 reactivation = 1%; BRCA1 expr up = 0%; TCR activator = 0%; CXXC DNA block = 5%; B2AR arrestin = 0.1%; A-T KAP1 phos = 5%; TRPV1 agonist = 0; ELG1 repair inh = 15%; a7 integrin act = 23%
# CC(C)NC(=O)CC(=O)N/N=C\c1ccccc1C(=O)O is entered as PTAP TSG101 blk = -3%; p53 reactivation = 0%; BRCA1 expr up = 8%; TCR activator = 2%; CXXC DNA block = -28%; B2AR arrestin = -0.1%; A-T KAP1 phos = -6%; TRPV1 agonist = 0; ELG1 repair inh = -9%; a7 integrin act = -15%

# In the list so far, these have a CF3 group.
SMILES,PTAP TSG101 blk,p53 reactivation,BRCA1 expr up,TCR activator,CXXC DNA block,B2AR arrestin,A-T KAP1 phos,TRPV1 agonist,ELG1 repair inh,a7 integrin act
CC(C)CNC(=O)c1cnn2c(C(F)(F)F)cc(C(F)(F)F)nc12,-2%,1%,-22%,11%,3%,-0.1%,-2%,12,-11%,-24%
CC(C)c1cc(C(F)(F)F)n2nc(C(=O)O)cc2n1,-10%,-4%,-9%,-2%,8%,-0.1%,-1%,0,-17%,3%

# Compound activity: PubChem BioAssay, National Center for Advancing Translational Sciences (NCATS)
